High-throughput results from PubChem.
RBX1-CUL1 inh: human ROC1-CUL1 E3 ligase inhibition | P62877+Q13616 | in vitro K48 di-Ub FRET, acceptor:donor ratio, 45 min | inhibition, % at 10 µM | 0.6% of 140,000 active | AID 1347404; in the data active = inhibition above about 25%
Target sequence (P62877 whole entry, looked up): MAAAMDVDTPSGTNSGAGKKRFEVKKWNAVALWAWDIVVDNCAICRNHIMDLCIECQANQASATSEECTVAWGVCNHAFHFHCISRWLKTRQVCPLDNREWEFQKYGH
Target sequence (Q13616 whole entry, looked up): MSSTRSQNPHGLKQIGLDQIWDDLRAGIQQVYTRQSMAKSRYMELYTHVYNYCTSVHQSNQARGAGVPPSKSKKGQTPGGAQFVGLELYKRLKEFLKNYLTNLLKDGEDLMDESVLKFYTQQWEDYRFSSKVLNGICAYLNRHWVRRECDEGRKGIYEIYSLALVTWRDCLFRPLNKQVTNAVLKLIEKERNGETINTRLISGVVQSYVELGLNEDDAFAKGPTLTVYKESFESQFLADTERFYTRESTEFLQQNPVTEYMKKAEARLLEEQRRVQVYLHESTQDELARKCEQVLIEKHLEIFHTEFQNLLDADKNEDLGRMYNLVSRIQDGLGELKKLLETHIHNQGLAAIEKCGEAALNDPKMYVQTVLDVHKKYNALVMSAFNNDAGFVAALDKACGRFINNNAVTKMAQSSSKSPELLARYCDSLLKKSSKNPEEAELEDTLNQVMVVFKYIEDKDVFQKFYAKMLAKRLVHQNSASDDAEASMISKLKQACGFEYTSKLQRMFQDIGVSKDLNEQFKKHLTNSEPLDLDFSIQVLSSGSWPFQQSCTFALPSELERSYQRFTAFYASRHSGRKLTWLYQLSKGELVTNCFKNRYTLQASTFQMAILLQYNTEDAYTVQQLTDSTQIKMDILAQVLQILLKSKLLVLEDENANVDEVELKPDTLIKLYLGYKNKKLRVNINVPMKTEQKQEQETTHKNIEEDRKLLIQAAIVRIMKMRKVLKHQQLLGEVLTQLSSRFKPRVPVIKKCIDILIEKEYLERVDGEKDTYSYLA
The depositor's hits bear a star. An excerpt; count on the stated rates, not on these rows.

SMILES | RBX1-CUL1 inh
Cc1ccc(COc2ccc(/C=C3\SC(=O)N(Cc4ccc(F)cc4)C3=O)cc2)cc1 | 1.5
COCC(=O)Nc1cc(C(=O)NC(c2ccccn2)C(F)(F)F)c2c(c1)nc(C1CCC1)n2C (stereo not drawn) | 3.9
C=CCCCCCCCCC(=O)Oc1ccc(C)cc1C | 11.6
Cc1ccc2c(CNC3CCCC3)c(C(=O)O)n(Cc3ccc(F)cc3)c2c1 | -3.9
Cc1ccc(N(CC(=O)Nc2ccc(OC(F)(F)F)cc2)S(=O)(=O)c2c(C)noc2C)cc1 | 0.0
O=[N+]([O-])c1cccnc1NNc1ncccc1[N+](=O)[O-] | 4.9
Cc1oc(-c2ccco2)nc1CN(C)CC1COc2ccccc2O1 (stereo not drawn) | -5.9
CN(C)c1ccc(C2C(=O)c3cccnc3C2=O)cc1 (stereo not drawn) | 1.4
N#CC1C(=N)SC(=N)C(C#N)C1c1cccc(Cl)c1Cl (stereo not drawn) | -2.5
Cc1ccc(-c2nc(C(=O)N3CCN(c4ccccc4)CC3)c3n2CCCCC3)cc1 | 4.1
COc1ccc(CCNC(=O)Cc2ccc3c(c2CO)OCO3)cc1OC | -3.4
Cc1c(Cl)cccc1N=C1NC(=O)/C(=C/c2ccc(N(C)C)cc2)S1 | 2.6
O=C(Nc1ccc([N+](=O)[O-])cc1[N+](=O)[O-])c1cc(-c2ccc(Br)cc2)nc2ccccc12 | -4.7
O=c1[nH]c2ccccc2nc1-c1cccs1 | 2.7
CCOc1ccccc1NC(=O)c1cn(C2CCCCC2)c(=O)c2c1c1ccccc1n2C | -4.1
Cc1ccc(S(=O)(=O)Oc2ccc(-c3cnc4ccccc4n3)cc2)cc1 | -5.8
CCc1ccc2c(c1)c(=O)c(C(=O)c1ccccc1)cn2CC(=O)Nc1ccc(C)c(Cl)c1 | -0.2
COc1cccc(CNC(=O)c2ccc(CSc3nc4ccncc4n3Cc3cccc(C)c3)cc2)c1 | -9.0
CSCC(=O)NC(C)c1cnc(N2CCCCCCC2)nc1C (stereo not drawn) | 4.6
COc1ccccc1NC(=O)Cc1noc2ccccc12 | 7.2
C=C(C)Cn1c(=O)c2c(nc3n2C(C)C(C)=NN3)n(C)c1=O (stereo not drawn) | 10.8
COc1ccc(/C=C2/SC(=S)N(CC(=O)O)C2=O)c(OC)c1OC | 5.0
O=C(c1ccccc1)c1ccc(S(=O)(=O)c2ccccc2)cc1 | -4.7
CN1CCC(N2CCCC(NC(=O)c3ccccc3Cl)C2)CC1 (stereo not drawn) | 5.0

Next section; it opens with the 5 that closed the last part.
SMILES | RBX1-CUL1 inh
COc1ccccc1NC(=O)Cc1noc2ccccc12 | 7.2
C=C(C)Cn1c(=O)c2c(nc3n2C(C)C(C)=NN3)n(C)c1=O (stereo not drawn) | 10.8
COc1ccc(/C=C2/SC(=S)N(CC(=O)O)C2=O)c(OC)c1OC | 5.0
O=C(c1ccccc1)c1ccc(S(=O)(=O)c2ccccc2)cc1 | -4.7
CN1CCC(N2CCCC(NC(=O)c3ccccc3Cl)C2)CC1 (stereo not drawn) | 5.0
CC(C)Cn1c(CN(C)CC2CCOCC2)cnc1S(C)(=O)=O | 4.7
COc1cc(F)ccc1CNC(C)c1cnc(-c2ccncc2)nc1C (stereo not drawn) | 7.4
CCN(C(=O)c1cc2c(=O)n3ccccc3nc2n1C)c1cccc(C)c1 | -0.7
CCN(CC)c1ccc2cc(-c3nnc(Nc4ccc(C)cc4)s3)c(=O)oc2c1 | -11.1
O=C(CSc1nc2ccccc2n1CCc1ccccc1)Nc1ccccc1F | 7.4
COCc1nnc(NC(=O)COc2cccc(C)c2)s1 | -0.2
Cc1c(Br)ccc(NC(=O)CN2CCCCC2)c1C | 10.9
Cc1ccc2c(c1)-c1c(ssc1=Nc1ccc(F)c(Cl)c1)C(C)(C)N2 | 3.8
CCOC(=O)CC(=O)CSc1nnc(-c2cc(-c3ccccc3)sc2N)n1CC | -2.9
COc1ccc(/C=C/C(=O)Nc2cccc(F)c2)cc1 | 0.7
O=S(=O)(c1ccccc1)N1C[C@H](O)[C@@H](N2CCCN(Cc3cccs3)CC2)C1 | -3.6
CSc1cccc(NC(=O)CN2CCN(c3ccccc3)CC2)c1 | 3.2
CCN(CC1CCN(CCc2ccccc2C)CC1)C(=O)c1cnc2ccccn2c1=O | -8.0
O=C1c2ccccc2C(NCc2cccnc2)N1Cc1cccnc1 (stereo not drawn) | -3.7
CC(C)(C)Cc1n[nH]c2c1CN(C(=O)c1cc3ccccn3n1)CC2 | -2.1
COc1ccccc1-c1cnc(OC(C)(C)C)nc1OC(C)(C)C | 2.6
COc1ccc2c(c1)CC(C(=O)N1CCC(C(N)=O)CC1)CO2 (stereo not drawn) | 0.3
Cc1cccnc1CN1CCN(Cc2nc(CCc3ccccc3)no2)CC1 | -3.3
CN1CCC(N2CCCC(NC(=O)c3ccco3)C2)CC1 (stereo not drawn) | 6.8
O=C(Nc1n[nH]c(Cc2ccccc2)n1)NC1COC2(CCCC2)C1 (stereo not drawn) | 4.8
CCN(CC)S(=O)(=O)c1ccc2c(c1)oc(=O)c1cc(S(=O)(=O)N(CC)CC)ccc12 | 1.0
CCCCNC(=O)c1nnn(-c2ccc(OC)cc2)c1C | 13.3
COc1ccc(-c2cnnc(NCCc3cccc(OC)c3)n2)cc1 | 0.2
CC(=O)Nc1c(C)nn(-c2ccccc2)c1N1CCC(C(=O)NCc2cccc(F)c2)CC1 | 6.8
Cc1ccc(N2CC(C)Cn3c2nc2c3c(=O)n(CCCO)c(=O)n2C)cc1C (stereo not drawn) | 0.4
CCN1C(=O)C(O)(CC(=O)c2ccc3c(c2)CCCC3)c2ccccc21 (stereo not drawn) | 10.8
O=c1nc2n(-c3cccc(Br)c3)c3ccccc3cc-2c(=O)[nH]1 | 3.6
N=c1c2c3c(sc2nc2n1CCCCC2)CCCC3 | 11.8
CC1=NNc2nc3c(c(=O)n(Cc4cccc(C)c4)c(=O)n3C)n2C1C (stereo not drawn) | -6.3
COc1ccccc1NC(=O)c1ccc(NC(=O)C(C)C)cc1 | 1.1
O=C(NC(=S)Nc1ccc(Cl)cc1)c1ccc(Cl)cc1Cl | 5.1
C=CCn1nnc(NC(=O)CC(C)C)n1 | 0.9
N#Cc1c(N=Cc2ccc(-c3cccc(Cl)c3Cl)o2)sc2c1CCCC2 | 8.5
Cc1nc(N2CCCC(NCc3c(F)cccc3F)CC2)nc2ccc(F)cc12 (stereo not drawn) | -0.5
CCCC12CN3CC(CCC)(CN(C1)C3c1ccc(OCc3ccccc3)cc1)C2=O (stereo not drawn) | -0.4
COc1ccc(OC2CCN(C(=O)C3CC3)CC2)c(C(=O)NCc2ccsc2)c1 | -3.4
CCCN(Cc1cccs1)C(=O)Nc1cc(Cl)c(OC)cc1OC | -2.2
CC(=O)c1sc2nc(C)ncc2c1N | -14.9
COc1ccc(NC(=O)c2c(NCc3cccc(F)c3)sc3c2CCC3)c(OC)c1 | -0.6
CCN(C(=O)C(NS(=O)(=O)c1cccc2nsnc12)c1ccccc1)c1ccccc1 (stereo not drawn) | 12.9
O=c1c(=O)c2cc(Cl)ccc2sc2ccccc12 | -8.6
CCc1ccc(S(=O)(=O)Nc2ccc3[nH]c(=O)sc3c2)cc1 | 1.9
Cc1ccc(SC2=NNC(c3ccccc3)=Nc3ccccc32)cc1 | 2.2
CCC(C(=O)Nc1ccc(OC)cc1OC)c1ccccc1 (stereo not drawn) | -4.1
O=[N+]([O-])c1cccc(-c2nnc(-c3cccc([N+](=O)[O-])c3)o2)c1 | 8.9
NC(=O)[C@@H]1CCCN1C(=O)C1(N2CCCCC2)Cc2ccccc2C1 | -4.1
Cc1cc(NC(=O)CCc2nc3cccnc3n2Cc2cccs2)ccc1Br | -0.5
N#Cc1ccc(C=Nc2ccc(OC(F)(F)F)cc2)cc1 | 2.3
CN(C)c1cc(-c2ccccc2)nc(-c2ccccc2)n1 | 3.9
COc1ccc(CNCc2c(C(=O)O)n(Cc3ccc(F)cc3)c3cc(C)ccc23)cc1OC | 8.1
O=C(NCCc1nc2ccccc2n1CCCOc1ccc(Cl)cc1)C1CCCCC1 | -5.4
CCc1ccc(NC(=O)CN(C)S(=O)(=O)c2ccc3c(c2)c(=O)n(C)c(=O)n3C)cc1 | -2.5
COc1ccc(-c2onc(C)c2C)cc1S(=O)(=O)N1CCC(C)CC1 | 7.0
O=C(Nc1ccnn1C1CCN(C(=O)CCOc2ccccc2)CC1)C1CC1 | 4.5
COc1ccc(CC(=O)Nc2ccc(Cl)cc2C(=O)O)cc1 | 7.1
COc1ccccc1N1CCN(C(=O)C(=O)N/N=C/c2ccccc2F)CC1 | 3.8
OC1Cc2ccccc2Sc2c1ccc(Cl)c2Cl (stereo not drawn) | -6.3
CCc1noc(C)c1C(=O)Nc1ccc(Cl)cc1C(F)(F)F | -4.3
Cc1cc(Cl)c(S(=O)(=O)Nc2ccc3c(c2)OCCO3)cc1OCC(N)=O | -0.1
O=C(O)C1C2CCC(O2)C1C(=O)Nc1ccc2c(c1)CCC2 (stereo not drawn) | 8.0
Next compounds
SMILES | RBX1-CUL1 inh
CC1Cn2c(C(=O)NCc3ccccc3Cl)cc3cccc(c32)S1 (stereo not drawn) | -4.7
CCOc1ccc(NC(=O)CSc2nnc(CNC(=O)C34CC5CC(CC(C5)C3)C4)n2CC)cc1 | 6.4
CCn1c(COc2ccc(OC)cc2)nnc1SCC(=O)Nc1cc(Cl)ccc1C | -14.6
C/C(=N/N1CCN(C2c3ccccc3-c3ccccc32)CC1)c1ccc(Cl)cc1 | -6.4
CCOC(=O)Cc1cc(-c2ccc(OC)c(OC)c2)nc2ccc3ccccc3c12 | -2.6
CC(=O)c1cccc(NS(=O)(=O)c2c(C(=O)N3CCCCCC3)c(C)n(C)c2C)c1 | 5.8
CC(C)CCC(=O)NCC1Cc2cccc(-c3cncnc3)c2O1 (stereo not drawn) | 1.4
COc1ccc(-c2cn3nc(N4CCCC(C(=O)NCCCOC(C)C)C4)sc3n2)cc1 (stereo not drawn) | 4.6
COc1ccc(-c2csc3[nH]c(=S)n(Cc4ccccc4)c(=O)c23)cc1OC | 4.2
S=C1CCNc2ccccc2N1 | 8.4
Cc1ccc(OCC(O)CN2C(C)CCCC2C)cc1 (stereo not drawn) | 3.5
Cc1ccc(NC(=O)CN2C(=O)c3cccnc3Oc3ccc(Cl)cc32)cc1 | 7.3

As a short view, part of the list above:
SMILES | RBX1-CUL1 inh
CC1Cn2c(C(=O)NCc3ccccc3Cl)cc3cccc(c32)S1 (stereo not drawn) | -4.7
CCOc1ccc(NC(=O)CSc2nnc(CNC(=O)C34CC5CC(CC(C5)C3)C4)n2CC)cc1 | 6.4

(cont.)
SMILES | RBX1-CUL1 inh
CCC(C(=O)Nc1cccc(C#N)c1)n1nc(-c2ccccc2)ccc1=O (stereo not drawn) | -3.8
CSCCC(=O)N1CCc2[nH]nc(-c3ccc(Cl)cc3)c2C1 | -2.3
COC(=O)c1cc(NC(=O)c2nn(C)c3c2CSc2ccccc2-3)cc(C(=O)OC)c1 | 0.1
CCOC(=O)c1c(NC(=O)c2ccco2)sc(C)c1-c1ccc(OC)cc1 | -2.8
COc1cccc(OCc2cc(C3c4c(n[nH]c4C)OC(=N)C3C#N)ccc2OC)c1 (stereo not drawn) | 0.2
CCOC(=O)N1CC=C2C(C#N)C(=N)C(C#N)(C#N)[C@H](c3cc(OC)ccc3OC)[C@H]2C1 (stereo partly drawn) | 6.9
CC(=O)N1CCc2cc(Br)cc(S(=O)(=O)N3CCC(C(=O)Nc4ccc(C(C)C)cc4)CC3)c21 | 1.0
c1ccc(CCN2CCC(C3CCN(Cc4ncc[nH]4)C3)CC2)cc1 (stereo not drawn) | 0.1
Cc1cccc(C(=O)NNC(=S)NC(=O)c2ccccc2)c1 | -0.7
COC(=O)C(C)Sc1nnc2cc(C)c3cc(C)cc(C)c3n12 (stereo not drawn) | 5.4
CCn1ncc(Cl)c1C(=O)Nc1cccc(Cl)c1Cl | -0.1
CCn1c(/C=C/c2c(C)[nH]c3ccccc23)nc2ccccc2c1=O | 8.0

Some of the entries so far, as tab-separated lines.
SMILES	RBX1-CUL1 inh
Cc1ccc2c(CNC3CCCC3)c(C(=O)O)n(Cc3ccc(F)cc3)c2c1	-3.9
Cc1ccc(N(CC(=O)Nc2ccc(OC(F)(F)F)cc2)S(=O)(=O)c2c(C)noc2C)cc1	0.0
O=[N+]([O-])c1cccnc1NNc1ncccc1[N+](=O)[O-]	4.9

A few values from the results shown:
c1ccc(CCN2CCC(C3CCN(Cc4ncc[nH]4)C3)CC2)cc1 (stereo not drawn) – RBX1-CUL1 inh = 0.1
CCOC(=O)c1c(NC(=O)c2ccco2)sc(C)c1-c1ccc(OC)cc1 – RBX1-CUL1 inh = -2.8

More compounds.
SMILES | RBX1-CUL1 inh
O=C(NC1CCCCC1)c1coc(COc2ccc3c(c2)OCO3)n1 | 3.8
CCC(=O)Nc1ccc(Cl)cc1-c1nc2ccccc2s1 | -2.8
CCOc1ccc(-c2cc3c(=O)n(Cc4nc(-c5ccc(OCC)c(OC)c5)oc4C)ccn3n2)cc1Cl | -4.6
O=C(O)CC(C(=O)O)c1ccc(Cl)cc1Cl (stereo not drawn) | -3.5
Cc1ccc(CNc2ncnc3c2cnn3-c2ccc(Cl)cc2)cc1 | -8.8
Cc1c(CNCC2(O)CCCN(Cc3ccccc3F)C2=O)cnn1C (stereo not drawn) | -2.7
CCOc1c(CNC(C)C)cccc1OC | 1.3
CC(C)Cc1noc(-c2ccc(N(C)CCO)nc2)n1 | -8.1
c1ccc(CCn2c(C3CCCO3)nc3ccccc32)cc1 (stereo not drawn) | 0.5
COc1ccc(N2C(=O)C(O)C2c2ccc(C)cc2)cc1 (stereo not drawn) | -4.9
CCOC(=O)C1C(CN2CCN(c3cc(C)ccc3C)CC2)=NC(=O)NC1c1ccccc1 (stereo not drawn) | 0.8
O=C1NN(c2cccc(Br)c2)C(=O)/C1=C\c1cccc(OC(=O)c2cccs2)c1 | 86.6*
COc1ccc2c(c1)C=C1C(=CC(=Nc3ccc(Br)cc3)CC1(C)C)O2 | 54.4*
CCOc1ccccc1N=NC1C(=O)N(C(N)=S)N=C1C (stereo not drawn) | 4.9
O=C(O)/C(=C\c1ccccc1Br)c1ccccc1 | -7.8
Cc1nn2c(-c3cccs3)ccnc2c1-c1ccccc1 | -5.6
Cc1cccc(Sc2ccncc2S(N)(=O)=O)c1 | 10.4
O=C(Nc1ccc(-c2ccco2)cc1)C1CCCN(C2CCOCC2)C1 (stereo not drawn) | 1.8
O=C(CCc1c[nH]c2ccccc12)NCCN1Cc2ccccc2OC(c2ccccc2)C1 (stereo not drawn) | 9.6
